CHOP inh: inhibitors of CHOP induction in ER stress response. CHO-K1 CHOP-promoter luciferase, tunicamycin-induced, 15-18 h. inhibition, % at 10 µM. 220,000 tested, 3.8% active;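 active = compounds that reduced the stress-induced luciferase reporter signal by more than about 70% of percent inhibition, limit read from the data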;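 also: 0% = tunicamycin plus vehicle and 100% = wells without tunicamycin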
S1P4 agonist: agonists of human S1P4 receptor | S1P4-expressing cell line, agonist reporter assay | activation, % at 4.98 µM | 220,000 tested, 0.35% active | AID 1509; in the data active = activation above about 11%;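 also: 0% = DMSO vehicle and 100% = reference agonist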
S1P4 antag: human S1P4 receptor antagonism; S1P4-expressing cells, antagonist mode, reporter read-out; inhibition, % at 4.98 µM; 220,000 tested, 0.26% active; AID 1510; in the data active = inhibition above about 29%;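 also: 0% = wells stimulated with agonist and 100% = vehicle wells without agonist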
NCF1 inh: inhibitors of human p47phox binding; p47phox/p22phox peptide binding, fluorescence polarization, 2 h; inhibition, % at 24.7 µM; 220,000 tested, 0.53% active; AID 1274;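 active = inhibition above about 30%, limit read from the data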;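 also: 0% = p47phox with labelled peptide and 100% = labelled peptide alone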
Target sequence (P14598 whole entry, looked up): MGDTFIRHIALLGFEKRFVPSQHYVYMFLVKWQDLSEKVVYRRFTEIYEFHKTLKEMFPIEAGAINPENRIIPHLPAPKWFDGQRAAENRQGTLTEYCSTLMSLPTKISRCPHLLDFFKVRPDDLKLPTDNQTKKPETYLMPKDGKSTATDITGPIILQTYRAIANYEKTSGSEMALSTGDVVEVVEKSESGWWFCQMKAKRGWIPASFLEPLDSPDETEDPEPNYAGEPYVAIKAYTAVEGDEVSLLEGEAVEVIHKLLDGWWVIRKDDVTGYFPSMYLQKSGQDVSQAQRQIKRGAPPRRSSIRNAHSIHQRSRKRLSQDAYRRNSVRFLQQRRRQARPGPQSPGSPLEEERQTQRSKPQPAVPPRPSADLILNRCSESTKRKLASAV
Ba/F3 V617F tox: reduce viability of Ba/F3 cells dependent on JAK2V617F. AID 1446. inhibition, % at 5.6 µM. Ba/F3 EpoR-JAK2V617F viability, ATP luminescence. 220,000 tested, 1.1% active;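 active = inhibition above the campaign mean plus 3 SD over all tested compounds, cut at about 24% in these data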;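 also: cytokine-independent growth of Ba/F3 cells driven by EpoR plus mutant JAK2; 0% = DMSO-treated cells and 100% = JAK inhibitor I control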
NPY2 pot ag: potentiators or agonists of human neuropeptide Y receptor Y2. 220,000 tested, 0.45% active. cells expressing NPY-Y2, potentiator/agonist read-out. activation, % at 3.6 µM. P49146; in the data active = activation above about 27%;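 also: cells stimulated with NPY near EC25 plus isoproterenol at EC100; 0% = vehicle plus submaximal agonist and 100% = vehicle plus saturating agonist; some results beyond the cut were filed as inactive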
BaF3 tox: parental Ba/F3 viability inhibition as JAK2V617F counter-screen; CellTiter-Glo ATP luminescence; inhibition, % at 5.6 µM; 220,000 tested, 1.1% active;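 active = inhibition above a per-campaign cutoff, the mean inhibition of all tested compounds plus 3 SD, cut at about 27% in these data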;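 also: 0% = DMSO wells and 100% = JAK Inhibitor I control wells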
NPY-Y1 PAM-ag: potentiates or activates human NPY-Y1 receptor; P25929; NPY-Y1 expressing cells, potentiator/agonist activation; activation, % at 3.6 µM; 220,000 tested, 0.37% active; AID 1304; in the data active = activation above about 33%, passing the limit was not always enough;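 also: cells stimulated with NPY at EC10 then isoproterenol at EC100; 0% = low agonist plus stimulus and 100% = saturating agonist plus stimulus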
Target sequence (P25929 whole entry, looked up): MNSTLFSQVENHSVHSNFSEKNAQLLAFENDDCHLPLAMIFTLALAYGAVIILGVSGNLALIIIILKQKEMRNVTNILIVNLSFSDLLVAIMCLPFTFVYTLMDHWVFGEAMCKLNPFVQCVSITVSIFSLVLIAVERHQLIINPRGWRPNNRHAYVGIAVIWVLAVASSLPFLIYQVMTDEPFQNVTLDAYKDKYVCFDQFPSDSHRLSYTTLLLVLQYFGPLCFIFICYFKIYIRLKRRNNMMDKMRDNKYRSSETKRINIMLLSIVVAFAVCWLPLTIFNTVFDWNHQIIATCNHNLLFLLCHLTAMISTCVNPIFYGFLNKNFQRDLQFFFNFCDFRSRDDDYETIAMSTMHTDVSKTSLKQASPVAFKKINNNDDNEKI
NPY Y1 blocker: NPY-Y1 (human) receptor antagonism; P25929; HEK293-CNG Y1 cells, membrane potential fluorescence; NPY at EC95, then isoproterenol; inhibition, % at 3.6 µM; 200,000 tested, 1% active; AID 1040;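 active = inhibition above the campaign mean inhibition of all tested compounds plus 3 SD, cut at about 20% in these data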;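 also: 0% = DMSO wells given NPY plus isoproterenol and 100% = isoproterenol alone without NPY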
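Test system: HEK293 cells co-expressing NPY Y1 receptor and cyclic-nucleotide gated channel; Also added: NPY (25 nM), isoproterenol (1 µM), Ro 20-1724 (25 µM); Compound dosing: one concentration, 3.6 µM, in 0.4% DMSO; Timing: dye 3 h, compound 60 min room temperature, stimulation 45 min; Technique: Membrane-potential fluorescent dye readout.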
* = called active by the depositor; . = not tested or not shown.

compound	CHOP inh	S1P4 agonist	S1P4 antag	NCF1 inh	Ba/F3 V617F tox	NPY2 pot ag	BaF3 tox	NPY-Y1 PAM-ag	NPY Y1 blocker
Cc1ccc(/C=C2\SC(N)=NC2=O)s1	19	0.9	-7	-88	0	-7	4	-15	2
NC(=O)COc1ccccc1C(=O)O	-8	1.9	-16	-2	0	-4	8	-6	2
COC(=O)[C@H](CCSC)NC(=O)Nc1ccc(OC)cc1OC	40	0.7	-7	-9	-2	12	1	-1	2
CC(C)C(NS(=O)(=O)c1cccs1)C(=O)NCc1ccc2c(c1)OCO2 (stereo not given)	-23	-0.2	-6	-7	1	-2	9	12	-2
COc1ccc(N(CC(=O)NCc2ccco2)S(=O)(=O)c2ccc(OC)c(OC)c2)cc1	-12	0.4	-8	-11	-5	1	0	8	-6
CCc1ccc2oc(C(=O)NCc3ccncc3)c(C)c2c1	48	-0.8	-9	-6	-1	-3	7	5	1
O=C(NCc1nnc(SCC(=O)N2CCCC2)o1)c1c(F)cccc1Cl	1	0.6	-8	-14	-4	11	1	16	2
Cc1cc(C(=O)COC(=O)c2csc3c2CCCC3)c(C)n1C	16	-0.3	-11	-12	-4	10	9	23	-3

Sorted by the number under NPY Y1 blocker (descending): some entries from above
molecule	NPY Y1 blocker
NC(=O)COc1ccccc1C(=O)O	2
CC(C)C(NS(=O)(=O)c1cccs1)C(=O)NCc1ccc2c(c1)OCO2 (stereo not given)	-2
COc1ccc(N(CC(=O)NCc2ccco2)S(=O)(=O)c2ccc(OC)c(OC)c2)cc1	-6

(next part)
compound	CHOP inh	S1P4 agonist	S1P4 antag	NCF1 inh	Ba/F3 V617F tox	NPY2 pot ag	BaF3 tox	NPY-Y1 PAM-ag	NPY Y1 blocker
NC(=O)NC(CC(=O)NCCc1ccc(S(N)(=O)=O)cc1)c1ccccc1Cl (stereo not given)	1	-0.2	1	-9	-2	2	1	2	.
COc1cc2c(cc1OC)-c1nnc(-c3cccs3)n1C1(CCCC1)C2	-16	-0.8	11	-5	-2	8	3	8	1
O=C(COC(=O)c1cccc(S(=O)(=O)N2CCc3ccccc32)c1)NC1CCS(=O)(=O)C1 (stereo not given)	7	-1.4	6	-8	2	-3	6	6	0
O=C(CSc1nnc(-c2ccccc2)n1Cc1ccccc1)N1CCOCC1	13	1.3	4	-3	1	9	4	-3	-7
COc1ccc(CN(C(=O)c2nsc(Cl)c2Cl)C(C(=O)NC2CCCC2)c2ccc(OC)cc2)cc1 (stereo not given)	6	-2.3	5	11	-2	-17	4	-36	33*
COc1ccc(/C(C)=N/Nc2nc3ccccc3nc2C)cc1OC	-9	1.1	-13	-3	-1	6	0	2	.
COc1cccc(/C=N/n2c(=O)[nH]c3ccccc32)c1OC	43	0.1	7	-3	0	-11	5	0	0
Cc1ccc2cc3cc(C(=O)NCc4ccc5c(c4)OCO5)oc3nc2c1	68	-1.5	-10	28	-1	-12	2	12	5
Cc1nn(C)c(C)c1NC(=O)c1cc2nc(-c3ccco3)cc(C(F)(F)F)n2n1	-4	3.7	3	4	-1	9	4	-12	1
OCCC1CN(Cc2cnc(-c3ccccc3)s2)CCN1C1CCCC1 (stereo not given)	14	-0.1	9	4	2	-5	5	-20	7
O=C(CC(C(=O)NCc1ccccc1)c1nc2ccccc2c(=O)[nH]1)NCc1ccccc1 (stereo not given)	10	-0.3	0	-28	2	4	-4	-1	.
Cc1cc(C)nc(NS(=O)(=O)c2ccc(N=Cc3c(C)[nH]n(-c4ccccc4)c3=O)cc2)n1	-6	-1.0	-6	-9	2	0	8	25	2
O=C(Nc1ccc2ccccc2n1)C1CCCCC1	-17	0.6	13	1	-3	-8	1	9	.
O=C(COc1ccccc1)NCc1ccc2c(c1)OCO2	12	0.9	-13	-11	3	-4	6	-10	8
NC(=O)CSc1nnc(-c2cnccn2)n1Cc1ccco1	0	0.7	5	-3	2	-7	2	14	.
COCCn1c(C)cc(C(=O)CSc2ncn[nH]2)c1C	10	1.1	8	-3	-3	14	0	-8	2
COC(=O)C1C(=O)c2c(C)noc2CC1(C)C (stereo not given)	1	0.3	2	-1	-3	-5	-1	3	7
COc1ccc(CCNC(=O)c2ccc(CSc3ccccc3)o2)cc1	12	0.5	-7	-6	-5	-4	1	3	-1
CCCc1nc2scc(-c3ccc(C)cc3)c2c(=O)n1N	56	-0.7	-9	-6	2	-5	10	9	-3
COc1ccc(C(=O)Cn2c(Br)nc3c2c(=O)n(C)c(=O)n3C)cc1OC	0	2.2	-13	-9	-4	-2	-2	19	-4
O=C(Nc1nc2ccccc2c(=O)[nH]1)c1ccccc1SCc1ccccc1	17	0.1	-12	-8	-1	7	6	-1	-1
COc1cccc(NC(=O)C2CCC(CNS(=O)(=O)c3cccs3)CC2)c1 (stereo not given)	-1	1.9	13	-5	0	-3	8	6	4
COc1ccc2nc(NC(=O)C3CCCN(S(=O)(=O)c4cccc5nonc45)C3)sc2c1 (stereo not given)	45	0.2	-17	-42	4	22	3	8	-10
CC(CCc1ccco1)NC(=O)CSc1cc(=O)n(C)c2ccccc12 (stereo not given)	18	2.5	-17	-7	-1	-15	1	-16	1
O=C(N/N=C/c1ccco1)c1csc2c1CCCC2	-21	-1.6	-3	-8	5	-34	-2	10	.
O=C1CC(SC(=NCc2ccc3c(c2)OCO3)Nc2ccccc2)C(=O)N1c1ccccc1 (stereo not given)	28	-3.2	23	-4	-3	-6	1	-18	2
CCn1c2ccccc2c2cc(CNCc3ccc(OC)cc3OC)ccc21	53	7.6	1	-13	3	-30	5	-35	17
Cc1cccc(OCCC(=O)Nc2ccc(S(=O)(=O)N3CCCC3)cc2)c1	20	-0.3	-5	-9	5	1	6	14	0
Cn1cnnc1SCC(=O)c1ccc2c(c1)CCCC2	-27	-1.1	-10	-8	-6	-6	3	7	-1
O=C(NCCN1CCOCC1)c1ccc(=O)oc1	-12	0.0	-8	-4	-3	-7	0	-10	-4
CCCCNC(=O)CCCCCn1c(=O)[nH]c2cc(C(=O)OC)ccc2c1=O	7	-2.0	22	0	-2	1	3	7	0
CN(C)S(=O)(=O)c1ccc(C(=O)NCCOc2ccc(F)cc2)cc1	-19	0.6	-8	-3	1	1	9	23	-4
COc1cc(C2c3c([nH]c(=O)[nH]c3=O)Nc3ccc4ccccc4c32)ccc1O (stereo not given)	9	1.6	-25	-1	-2	-6	2	10	-3
COc1ccc(C(C#N)N2N=C(C)CC2(C)C)cc1 (stereo not given)	17	0.2	-5	-11	-2	-11	6	-13	1
CCOC(=O)c1ccccc1NC(=O)Cn1cnc2c(cnn2-c2ccccc2)c1=O	7	0.2	-20	-15	0	-1	2	-7	6
CCC1(CC)NC(=O)N(CC(=O)OCC(=O)Nc2ccccc2[N+](=O)[O-])C1=O	-1	1.8	-9	-5	5	-2	4	6	0
COc1cccc(NC(=O)Nc2nnc(CC(=O)NCc3ccccc3)s2)c1	21	-0.4	-15	-12	-4	17	-9	15	.
CC(C)c1ccc(NC(=S)NN2CCN(C)CC2)cc1	-6	-1.2	-9	-13	2	-13	12	-16	4
CCc1cccc(CC)c1N(COC)C(=O)Cn1c(CO)nc2ccccc21	9	-1.2	6	-5	-2	5	-2	-1	1
O=C(CN1C(=O)c2ccccc2S1(=O)=O)NC1CCCC1	21	1.5	11	-2	0	-2	3	5	2
CC(C)OC(=O)CSc1nnc(Cc2ccccc2)n1C	0	3.4	-13	4	0	2	0	18	0
Cc1cc(C)nc(NC(=O)c2ccc(Cl)c(Cl)c2)n1	17	-0.3	6	-7	-3	-9	5	20	3
CCCCC(CCC(=O)O)(C(=O)OCC)c1csc(Nc2ccc(C)cc2)n1 (stereo not given)	-2	-0.3	-1	-5	2	-9	6	5	7
Cc1cc(C)c(C)c(S(=O)(=O)ON2C(=O)c3ccccc3C2=O)c1C	101*	0.7	-24	8	-2	-4	-3	6	3
CSc1nc2ccc(NC(=O)c3ccc(Cl)s3)cc2s1	-35	-0.6	11	-20	-4	-6	-2	-8	3
O=C(CSc1ccc(-c2ccco2)nn1)N1CCCC1	1	0.8	3	6	3	-4	10	7	-4
COC(=O)c1ccc(N2NC(=O)/C(=C/c3ccc(-c4ccc(Cl)c(C(=O)O)c4)o3)C2=O)cc1	11	3.0	-7	-16	-1	6	5	-8	3
COc1cccc(C2C(C(C)=O)=C(O)C(=O)N2CCc2c[nH]c3ccccc23)c1 (stereo not given)	5	-0.7	4	-16	-1	-16	4	-3	8
COc1cc2c(cc1OC)C(c1ccccc1F)OC(=O)C2 (stereo not given)	0	-0.8	-13	-2	-2	10	6	-21	4
CC(=O)c1ccc(N2CCN(C(=O)CN(C)S(=O)(=O)c3cnc[nH]3)CC2)cc1	-6	-0.9	9	3	-3	11	1	0	-5
COc1ccc(C(CNC(=O)Cc2ccccc2F)N2CCCCC2)cc1 (stereo not given)	26	-1.5	-5	-3	6	-10	11	1	11
COc1ccc(OCC(O)Cn2c(Br)nc3c2c(=O)[nH]c(=O)n3C)cc1 (stereo not given)	16	2.5	2	-3	-1	-5	3	-18	1
O=C(NCc1ccccn1)C(=O)NCC(c1ccco1)N1CCN(c2ccc(F)cc2)CC1 (stereo not given)	6	-0.4	-6	-5	2	0	6	24	0
Cc1cccc(C(=O)NCCN2CCCC2)c1	12	-1.5	16	-5	-1	1	0	-11	5
COc1ccc(C(=O)n2nnc3ccccc32)cc1OC	42	2.0	1	-25	-4	10	-5	-9	4
